OX1R antag: blocks the human orexin 1 receptor; CHO/OX1R cells, Fluo-8 calcium fluorescence, orexin A; inhibition, % at 5 µM; actives 0.43% (n = 330,000); AID 434989;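 active = inhibition above its plate's threshold, mean inhibition of all tested compounds on the plate plus 3 SD, cut at about 37% in these data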;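 note: 0% = orexin A challenge wells and 100% = SB-334867-A antagonist wells; not every result past the cut was called active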
CHT PAM: human CHT allosteric activation. CHT-expressing cells, membrane potential dye, choline EC20; active compounds read high; LV-AA mutant CHT in HEK293 cells. actives 0.49% (n = 310,000). B-score at 10 µM. AID 488977. Q9GZV3;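 active = initial fluorescence not abnormally high and integrated response B-score, plate-corrected, over 3 SD above library mean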
Target sequence (Q9GZV3 whole entry, looked up): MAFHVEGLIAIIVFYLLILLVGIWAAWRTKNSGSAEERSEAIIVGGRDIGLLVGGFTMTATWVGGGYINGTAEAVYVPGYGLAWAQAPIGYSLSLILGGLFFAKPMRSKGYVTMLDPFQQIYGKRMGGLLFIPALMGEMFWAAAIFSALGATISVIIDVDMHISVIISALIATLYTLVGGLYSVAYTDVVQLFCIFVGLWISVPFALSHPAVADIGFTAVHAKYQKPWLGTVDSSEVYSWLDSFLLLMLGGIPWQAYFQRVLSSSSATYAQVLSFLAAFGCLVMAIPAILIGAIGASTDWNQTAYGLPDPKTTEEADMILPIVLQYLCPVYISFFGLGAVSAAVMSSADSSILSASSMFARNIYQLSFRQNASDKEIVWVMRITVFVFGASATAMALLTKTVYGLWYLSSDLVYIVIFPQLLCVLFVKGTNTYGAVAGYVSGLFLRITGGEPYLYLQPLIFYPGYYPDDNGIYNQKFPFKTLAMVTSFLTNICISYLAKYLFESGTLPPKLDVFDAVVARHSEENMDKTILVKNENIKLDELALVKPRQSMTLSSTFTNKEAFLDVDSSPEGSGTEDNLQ
Active calls of the source: *; i = inactive; · = not tested or not shown.

SMILES | OX1R antag | CHT PAM
COc1cc(NC(=O)Cn2c(-c3cncs3)nc3ccccc32)cc(OC)c1OC | -15 | i
O=C(CSc1ncnc2c1oc1ccccc12)Nc1cccc(F)c1 | -14 | i
COc1ccc(S(=O)(=O)N(CC(=O)NCc2ccncc2)c2ccc(C)cc2)cc1OC | -17 | i
CC(C)NS(=O)(=O)c1ccc(OCC(=O)NCC2CCCO2)c(Cl)c1 (configuration not stated) | -28 | i
O=C(c1ccccc1)N1N=C(c2ccccc2)CC1c1ccccc1 (configuration not stated) | -47 | i
Oc1cc(NCCc2cccnc2)cc2cccnc12 | -26 | ·
CCOC(=O)C1CCCN(Cc2nc(N)nc(Nc3ccc(Cl)cc3)n2)C1 (configuration not stated) | -17 | i
NC(=O)c1cc(NC(=O)COC(=O)CCCN2C(=O)c3cccc4cccc(c34)C2=O)cc(C(N)=O)c1 | -8 | ·
Cc1[nH]c2ccc3ccccc3c2c(=O)c1C/C=C/Cl | -20 | i
O=S(=O)(c1ccccc1)N1CCN(C2CCN(Cc3ccccc3)CC2)CC1 | -12 | i
COc1ccc(CCNC(=O)C(C)OC(=O)c2nsc(Cl)c2Cl)cc1OC (configuration not stated) | -19 | i
Cc1cccc(-n2nnnc2SCc2csc(-c3ccccc3)n2)c1 | -3 | i
Cc1ccc(NC(=O)C2C3/C=C\CCCCC32)cc1 (configuration not stated) | -21 | i
C#CCSc1nnnn1-c1cccc(Cl)c1 | -25 | i
CC(=O)c1cccc(Nc2cc(C)nc3ccc(C)cc23)c1 | -24 | i
C=CCN(Cc1cccs1)C(=O)COc1ccc2c(c1)OCO2 | 1 | ·
CCOC(=O)c1nn(-c2ccccc2)c(=O)cc1OCC(=O)Nc1cc(C)ccc1OC | -19 | i
CCOc1cc2[nH]c(=S)n(CCC(=O)NCc3ccc(OC)cc3)c(=O)c2cc1OCC | -7 | i
Cc1cc(C(=O)NNC(=O)c2ccc(Cl)cc2)no1 | -21 | i
Cc1ccc(-n2c(=O)[nH]c3c(C(N)=O)nc(-c4ccc(C)o4)nc32)cc1 | 9 | i
O=Cc1ccc(OC(=O)/C=C/c2ccccc2)cc1 | -9 | i
CC(C)(C)NC(=O)C(c1ccc(O)cc1)N(Cc1ccco1)C(=O)CCC(=O)Nc1ccccn1 (configuration not stated) | -4 | i
COc1ccc([N+](=O)[O-])cc1NC(=O)CSc1nccc(C)n1 | -24 | i
CN(C)c1nc(OCCNC(=O)Nc2ccccc2)nc(N2CCCCC2)n1 | -26 | i
O=C(O)CCCN1C(=O)/C(=C\C(Cl)=C\c2ccccc2)SC1=S | · | i
Cc1cccc(N=C2NC(=O)/C(=C/c3cccn3C)S2)c1C | -34 | i
CC(NC(=O)CCNC(=O)c1ccccc1Cl)c1ccc(-n2ccnc2)cc1 (configuration not stated) | -16 | i
COc1cc2c(cc1OC)-c1cc3ccc4c(c3c[n+]1CC2)OCO4 | 0 | i
CC(C)NS(=O)(=O)c1ccc(CCC(=O)NCc2ccco2)cc1 | -16 | i
C=CCOc1ccc(/C=C/C(=O)OCC(=O)NCc2cccc(OC)c2)cc1 | -7 | ·
Oc1ccc(Cl)cc1CNCc1ccc(F)cc1 | -12 | i
Cn1cncc1C#Cc1c(-c2ccsc2)sc2ccccc12 | -4 | ·
CC1(C)CC(Nc2ccc(Nc3ccccc3)cc2)CC(C)(C)N1 | · | i
NC(=O)Cn1c(=O)n(CCC(=O)Nc2ccc(F)cc2)c(=O)c2sccc21 | -10 | i
CCCC1(C(=O)OCC)NC(c2ccc(OC)cc2OC)C2C(=O)N(c3ccc4c(c3)OCCO4)C(=O)C21 (configuration not stated) | -25 | i
CCN(CC)CC(=O)c1ccc(-c2ccccc2)cc1 | -7 | i
Cc1cccc(NC(=O)CN2C(=O)CCS(=O)(=O)c3ccccc32)c1C | -6 | i
O=[N+]([O-])c1cccc2c(N3CCOCC3)ccnc12 | 8 | i
Cc1ccccc1C(=O)NCCCNC(=O)c1ccccc1C | -12 | i
CN(C)CCCNC(=O)/C(=C/c1ccc(-c2ccc([N+](=O)[O-])cc2)o1)NC(=O)c1ccccc1 | -7 | i
COc1cc(C(=O)NCC(=O)N/N=C(/C)c2cccs2)cc(OC)c1OC | -16 | i
Cc1cc(-c2n[nH]c(=S)n2/N=C/C=C/c2ccco2)n[nH]1 | -11 | i
NC(=O)c1ccc(C(F)(F)F)n(Cc2ccc(Cl)cc2)c1=O | -18 | i
CCCCN1C(=O)C(O)(c2ccccc2)c2cc(Br)ccc21 (configuration not stated) | -22 | i
O=C(c1cc(COc2cccc(C(F)(F)F)c2)on1)N1C[C@@H]2CCC[C@H]1C2 | -23 | i
Cn1cnnc1SC(C(=O)Nc1ccc(F)cc1)c1ccccc1 (configuration not stated) | -9 | i
CCOc1ccc(/C=C(/NC(=O)c2ccccc2Cl)C(=O)O)cc1 | -14 | i
COc1ccc(CN2CCN(C(=O)CCC(=O)c3ccc(C)s3)CC2)cc1OC | -19 | ·
Cc1cccc(NC(=O)CCc2c(C)nn(-c3ccc(N4CCCCC4)nn3)c2C)c1 | -57 | i
CCn1c(=O)c(C(=O)Nc2ccccc2)c(O)c2ccccc21 | -6 | i
CN(c1cccc(NS(=O)(=O)c2cccs2)c1)S(C)(=O)=O | 8 | i
COc1ccc(NC(=O)CCN2CCCCC2)cc1 | -6 | i
CCCCCOc1ccc(N2C(=O)CC(N(O)c3ccccc3)C2=O)cc1 (configuration not stated) | -11 | i
CCN(CC)CCN(C(=O)c1ccc2c(c1)CCCC2)c1nc2ccc(C)cc2s1 | -35 | i
N/C(=N\OC(=O)c1ccccc1F)c1ccc([N+](=O)[O-])cc1 | -2 | i
Cc1ccc2nsnc2c1S(=O)(=O)N1CCN(C(=O)C2CCCO2)CC1 (configuration not stated) | -12 | i
COc1ccc(N2CCN(CC(=O)NCc3ccc(Cl)cc3)CC2)cc1 | -16 | i
CSCC[C@H](NC(=O)c1cccc(S(=O)(=O)N2CCN(C)CC2)c1)c1nc2ccccc2[nH]1 | -16 | ·
CN(C)/C=N/c1cc(=O)[nH]c(=O)n1CC1CC1 | -17 | i
O=c1c2[nH]c3ccc(Cl)cc3c2ncn1CCN1CCCCC1 | -17 | i
Additional entries follow.
SMILES | OX1R antag | CHT PAM
CN1c2ccccc2C(=O)C(=C2SCCCS2)S1(=O)=O | -4 | i
Cc1cccc(N2C(=O)CC(SC(=Nc3ccccc3)Nc3ccccc3)C2=O)c1 (configuration not stated) | -4 | i
CC(=O)Nc1nc(C)nc(-c2ccccc2)c1C(C)=O | -5 | i
COc1cc(/C=C2/C(=O)NN(c3cccc(C)c3)C2=O)ccc1OC(=O)c1ccco1 | -11 | i
CCOC(=O)c1ccc(NC(=O)Cc2cccs2)cc1 | -19 | i
O=C(c1cnc2ccccn2c1=O)N1CCc2ccccc21 | -9 | i
Cc1cc(C)cc(-n2c(C)c3c(C)nnc(C)c3c2C)c1 | -18 | i
O=C(COC(=O)c1cnccn1)Nc1ccc(Cl)cn1 | -2 | i
CN(CC(=O)NCCc1ccc(S(N)(=O)=O)cc1)CC(=O)Nc1ccc(F)c(F)c1F | -2 | ·
C/C=C/c1ccc(OCCCCOc2ccc(OC)cc2)c(OC)c1 | -6 | i
Cc1ccc(NC(N)=S)cc1 | 0 | i
COC(=O)c1ccc(CC(=O)c2ccc(O)cc2O)o1 | 2 | i
COc1cc(C(=O)Nc2ccc3c(c2)CCCN3C(=O)c2ccco2)c([N+](=O)[O-])cc1OC | -33 | i
Cc1cccn2c(=O)c(/C=N/O)c(N3CCCC3)nc12 | -8 | i
CCOC(=O)c1ccc(N2C(=O)c3n[nH]c(-c4ccco4)c3C2c2ccc([N+](=O)[O-])cc2)cc1 (configuration not stated) | 14 | i
CC(C)[C@H](NC(=O)C1CCN(C(=O)[C@@H]2CCCN2)CC1)C(=O)NCc1ccc(F)cc1 | -21 | i
Cc1ccsc1C1CC(=O)NC2=C1C(=O)CC(C)(C)C2 (configuration not stated) | -1 | i
Nc1nonc1-n1nnc(C(=O)N/N=C/C=C/c2ccccc2)c1CSC1=NCCS1 | -13 | i
O=C(CCC(=O)c1ccccc1)Nc1ccccc1 | -14 | i
Cc1cc(S(=O)(=O)N2CCN(c3ccccc3F)CC2)ccc1-n1cnnn1 | -7 | i
Cc1cc(C)cc(C(=O)OCC(=O)NC2CCCC2)c1 | -32 | i
O=C(NCC1CCN(C(=O)c2cccc([N+](=O)[O-])c2)CC1)c1cccc([N+](=O)[O-])c1 | -23 | i
CCN(CC)C(=O)Cn1cc(C(=O)C(=O)N2CCN(c3ccccc3)CC2)c2ccccc21 | 2 | i
O=C(CCNC(=O)Cn1ccc2ccccc2c1=O)NCc1ccccn1 | -17 | i
Cc1ccn2c(C(=O)c3ccc(Cl)cc3)cnc2c1 | -27 | i
CC1(C)N=C(N)NC(Nc2ccccc2)=N1 | -2 | i
CC1=NN(C(N)=S)C(=O)C1N=Nc1c(C)cc(C)cc1C (configuration not stated) | -6 | i
O=C(N/N=C/c1ccoc1)c1ccc(Cl)cc1 | -19 | i
CC(C)CNC(=O)c1nn(Cc2ccccc2)c(=O)c2ccccc12 | -22 | i
O=C(NCC(c1cccs1)N1CCOCC1)c1cc2ccccc2oc1=O (configuration not stated) | 3 | ·
CC1CCCN(C(=O)Cn2c(=O)oc3cc(S(=O)(=O)N4CCCCC4)ccc32)C1 (configuration not stated) | -17 | i
Cc1ccc([N+](=O)[O-])cc1S(=O)(=O)n1ccnc1C | -32 | i
COCCSc1nnc(-c2cccc(C#N)c2)n1C | -1 | i
Cc1ccc(S(=O)(=O)CCC(=O)OC(C)c2nnc(-c3cccs3)o2)cc1 (configuration not stated) | -14 | ·
CCn1c(=O)c(C(=O)CN(C)Cc2cccc(OC)c2OC)c(N)n(Cc2ccccc2)c1=O | -31 | i
CCCCc1c(C)nc2ccc(C(=O)OCC)cc2c1Cl | -2 | i
CC(NC(=O)c1noc2c1CCCCC2)c1ccccc1 (configuration not stated) | 0 | i
COc1ccc(-c2c(-c3cccc(C)c3)oc3ccc(-c4ccc5c(c4)OCO5)cc23)cn1 | -17 | i
CCO[C@@H]1OC(C(=O)N2CCCCCCC2)=C[C@H](C2CCCCC2)[C@H]1CCCO | -39 | i
Cc1cc(NC(=O)c2cccc([N+](=O)[O-])c2)n(-c2ccccc2)n1 | -13 | i
Cc1nnc(SCc2ccc(Cl)cc2Cl)[nH]c1=O | -7 | i
COC(=O)c1ccc(CNC(=O)COC(=O)c2cccs2)cc1 | -14 | ·
Cc1ccccc1C(=O)N1CCC(C(=O)Nc2cccc(S(=O)(=O)N3CCCCC3)c2)CC1 | -38 | ·
COc1ccccc1-c1nnc(SCC(=O)NCc2c(C)c(Cl)cc(C(C)C)c2O)o1 | 10 | i
Cc1cccc2cc(CNC3CCCC3)c(Cl)nc12 | -22 | i
COc1ccc(C2=CCC3CCCCN3C2)cc1OC (configuration not stated) | -13 | ·
CCn1c(Oc2ccccc2)nc2c1c(=O)n(C)c(=O)n2C | -6 | i
O=C(NCC1COc2ccccc2O1)c1cccc(S(=O)(=O)N2CCOCC2)c1 (configuration not stated) | -4 | ·
O=C(/C=C/c1ccc(Cl)cc1)NCCCn1ccnc1 | -10 | i
CCC(c1nnnn1CCc1ccccc1)N1CCN(c2ccc(OC)cc2)CC1 (configuration not stated) | -20 | i
O=C(c1ccccc1)c1ccc(OCC(O)CN2CCCCC2)cc1 (configuration not stated) | -16 | i
S=C(Nc1ccc(Br)cc1Cl)NC1CCN(Cc2ccccc2)CC1 | -25 | i
Oc1ccccc1N1CCN(CC(O)COCc2ccccc2Cl)CC1 (configuration not stated) | -17 | i
COc1cc(CN2CCCN(C)CC2)c([N+](=O)[O-])cc1OC | -19 | i
COc1ccc(/C(C)=N/NC(=O)CN(c2ccc(OC)cc2)S(=O)(=O)c2ccccc2)cc1 | -8 | i
COc1cc2c(cc1OC)/C(=C/C(=O)N1CCOCC1)NC(C)(C)C2 | -17 | i
CC(NC(=O)c1ccc(OC2CCN(S(=O)(=O)N(C)C)CC2)cc1)C1CC1 (configuration not stated) | -5 | i
COc1cc(/C=N\NC(=O)CN2CCOCC2)ccc1OCC(=O)Nc1ccc(C)c(C)c1 | -8 | i
COc1cc(OC)c(C(=O)Nc2cc(Cl)ccc2-n2cncn2)cc1OC | -16 | i

Compound activity: PubChem BioAssay, several laboratories
